# Screening results: PubChem, Emory University Molecular Libraries Screening Center
# EP2 modulator = modulates human prostaglandin E2 receptor EP2 signaling; EP2-expressing cells, cAMP HTRF FRET, PGE2 co-stimulation; induction, % at 25 µM; 260,000 tested, 0.83% active;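 active = compounds whose cAMP rise, as percent of the full-agonist control response, exceeds 60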;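 also: rat C6 glioma line stably carrying human EP2 under a CMV promoter; the protocol text gives 20 µM as final concentration; 100% = response of wells given 1 µM PGE2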
# Target sequence (P43116 whole entry, looked up): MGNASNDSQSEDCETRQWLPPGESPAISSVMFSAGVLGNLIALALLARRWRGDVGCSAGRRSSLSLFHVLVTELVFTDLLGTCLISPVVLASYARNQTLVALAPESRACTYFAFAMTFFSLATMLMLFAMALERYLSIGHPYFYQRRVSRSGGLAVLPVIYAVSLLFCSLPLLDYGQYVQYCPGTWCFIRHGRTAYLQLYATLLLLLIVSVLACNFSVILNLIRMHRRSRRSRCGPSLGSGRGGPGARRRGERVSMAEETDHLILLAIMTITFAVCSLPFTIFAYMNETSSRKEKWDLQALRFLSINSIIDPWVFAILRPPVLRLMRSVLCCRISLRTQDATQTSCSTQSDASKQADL
# Numbers without * were called inactive. The list is partial; rates above refer to the full screens.
SMILES,EP2 modulator
CCn1c(CN2CCc3c(nc(N4CCCC4)[nH]c3=O)C2)nc2ccccc21,-18.2
CCN1CCCC1CNC(=O)Cn1nc(C)n2c(cc3sccc32)c1=O (stereo unspecified),1.3
COC(=O)[C@H]1CN(C(=O)c2cccs2)C[C@@H]1c1ccc(F)cc1,14.3
O=C(c1nc2ccccc2s1)C1CCN(C(=O)Cc2c(F)cccc2Cl)CC1,-17.7
Cc1cc2c(cc3c(=O)n(CC(=O)NC(C)c4ccccn4)nc(C)n32)s1 (stereo unspecified),8.1
COc1ccc(C(NC(=O)C(C)c2ccccc2)c2nccn2C)cc1OC (stereo unspecified),-17.0
O=C(c1nc2ccccc2s1)C1CCN(C(=O)c2ccc(Br)s2)CC1,-63.1
CCn1c(=O)[nH]c2c(C(N)=O)nc(-c3cccc(OC)c3)nc21,-0.2
O=C(CCn1ncc2ccccc21)N1CCn2cc(C(F)(F)F)nc2C1,0.9
Cc1ncc(-c2ccncc2)c(C2CCCN(C(=O)Cn3cnc4ccccc43)C2)n1 (stereo unspecified),12.7
Cc1nc2c(c(=O)n1CC(=O)NC1CCCCC1)CN(Cc1ccccc1)CC2,-7.6
CCc1nn(CC(=O)N(CC)Cc2ccco2)c(=O)c2cc3sccc3n12,-30.4
C=CCOc1ccc(C(=O)N2CCCC(c3c(S(C)(=O)=O)cnc4ncnn34)C2)cc1 (stereo unspecified),10.2
Cc1nc2c(c(=O)[nH]1)CCN(C(=O)CSc1ncnc3ccccc13)C2,21.7
CCn1nc(CC(=O)N2CCC(O)(c3ccccn3)CC2)c2ccccc2c1=O,-26.1
O=C(NCc1ccc2c(c1)OCO2)[C@H]1C=CCN1C(=O)C1CCCCC1,-45.3
CCN(CC)C(=O)Cn1nc2c(C)cc3ccc(OC)cc3n2c1=O,-14.3
O=C(N1CCOCC1)N1CCC[C@H]1Cn1nc(-c2ccc(F)cc2)ccc1=O,-6.9
CC[C@H](Cn1nc(-c2ccc(F)c(F)c2)ccc1=O)NC(=O)C1CCCCC1,-21.2
CC(C)[C@@H](Cn1nc(C2CC2)ccc1=O)NC(=O)c1cc2ccccc2oc1=O,-45.2
Cc1sc2nc(C3CC3)n(C3CCN(C(=O)C(C)(C)C)CC3)c(=O)c2c1C,7.6
COc1ccc(-c2ccc(=O)n(CC3CCN(C(=O)C4CCCCC4)CC3)n2)cc1,-38.0
CCN1CCCC1CNC(=O)Cn1ncc2c3oc(C)cc3n(CC)c2c1=O (stereo unspecified),-32.3
CC(C)(C)C1=NN(CC(=O)NCc2cccs2)C(=O)c2cc3sccc3n2C1,-18.2
O=C(c1ccco1)N1CCC(Cn2nc(-c3ccco3)ccc2=O)CC1,-34.8

# (more compounds)
SMILES,EP2 modulator
CC[C@H](Cn1nc(-c2cccs2)ccc1=O)NC(=O)c1ccc2c(c1)OCCO2,-17.5
CC1CCCCC1NC(=O)C1CCN(c2nc3ccccc3n2C)CC1 (stereo unspecified),-22.8
Cc1nn2c(N(C)CCO)c3c(nc2c1-c1ccc(F)cc1)CCC3,-11.3
Cc1cc(-c2cncnc2C2CCCN(CC(=O)N3CCc4ccccc43)C2)on1 (stereo unspecified),-3.0
CC1CCN(c2nc3c(c(=O)[nH]2)CCN(Cc2ccc(Br)s2)C3)CC1,-24.8
COc1ccc(OC)c([C@@H]2C[C@H](C(=O)Nc3cccc(O)c3)N(C)S(=O)(=O)N2)c1,-9.7
CCN(CC)C(=O)Cn1ncc2c3sc(C)cc3n(Cc3ccc(F)cc3)c2c1=O,9.3
CCc1nn(CC(=O)NCCc2ccccc2)c(=O)c2cc3sccc3n12,-43.7
Cc1nn(CC(=O)NC2CCCCC2)c(=O)c2cc3ccsc3n12,13.5
Cc1nc2cc(C(=O)N3CCC(c4ccncc4)CC3)ccc2s1,-19.3
C=CCn1c2cc(C)sc2c2cnn(CC(=O)N3CCCCCC3)c(=O)c21,3.0
COc1ccc(-c2ccc(=O)n(CC3CCN(C(=O)C4CCC4)CC3)n2)cc1,-13.8
O=C(C1CCC1)N1CCC[C@H]1Cn1nc(-c2cccs2)ccc1=O,-48.7
CC(C)C(=O)N1CCC[C@H]1Cn1nc(-c2cccs2)ccc1=O,-11.5
O=C(NCCc1ccccc1)[C@@H]1C=CCN1C(=O)c1ccccc1F,-6.3
CCn1nc(C)c(CCC(=O)N2CCN(Cc3ccccc3F)C[C@@H]2C(C)C)c1C,-40.3
O=C(NCc1ccc(F)cc1)[C@H]1C=CCN1C(=O)c1ccccc1F,-12.0
Cc1cc(-c2cncnc2C2CCCN(C(=O)c3cccnc3)C2)on1 (stereo unspecified),-19.4
Cc1nc(C)n(C(C)CC(=O)N2CCC3(CC2)NC(=O)c2ccccc2O3)n1 (stereo unspecified),-15.3
CCn1c(N2CCC(C(=O)Nc3ccc4c(c3)OCCO4)CC2)nc2ccccc21,-4.6
Oc1ccccc1-c1nc2cnccn2c1NCc1cccs1,-62.9
CCn1c(N2CCC(C(=O)NCC3CC3)CC2)nc2ccccc21,4.9
COC(=O)[C@@H]1CN(C(=O)c2ccccc2F)C[C@H]1c1ccc(OC)cc1,-3.4
CC[C@H](Cn1nc(-c2ccc(F)c(F)c2)ccc1=O)NC(=O)CCc1c(C)noc1C,43.5
C=CCn1cc(CN2CCc3c(nc(N4CCC(C)CC4)[nH]c3=O)C2)c2ccccc21,-21.6

# (further entries)
SMILES,EP2 modulator
CCc1nn(CC(=O)NCCc2ccc(F)cc2)c(=O)c2cc3ccsc3n12,-13.0
O=C(Cc1ccc(F)cc1)N1CCCC(c2ncncc2-c2ccncc2)C1 (stereo unspecified),-35.6
COC(=O)[C@H]1CCc2ccccc2N1C(=O)c1ccc(F)cc1F,0.2
Cc1ccc2c(c1)C(C)CC(C)(C)N2C(=O)Cn1ncc2c3sc(C)cc3n(C)c2c1=O (stereo unspecified),19.8
Cc1ccc(C2CC3CCC(C2)N3C(=O)c2ccco2)cc1 (stereo unspecified),-69.3
C=CCn1c2cc(C)oc2c2cnn(CC(=O)NCc3cccs3)c(=O)c21,-9.1
COc1ccc(CC(=O)N2CCC(O)(c3ncccc3C)CC2)cc1,4.9
COC(=O)[C@@H]1CN(C(=O)c2cscn2)C[C@H]1c1ccc(OC)cc1,-21.2
CCN(CC)c1ccc(CN2CCc3nc(C)[nH]c(=O)c3C2)c(OC)c1,-14.4
CCOC(=O)NC1CC2(CCCCC2)Oc2ccccc21 (stereo unspecified),53.1
COCCn1c(=O)n(Cc2ccc(OC)cc2)c2cccnc21,1.3
COc1cc(C(=O)N2CCC(C(=O)c3nccs3)CC2)cc(OC)c1OC,-27.6
OCCOc1ccc(CN2CCC(O)(c3ccc(F)cc3)CC2)cc1,-45.8
CN1CCN(C(=O)[C@H]2C[C@@H](c3cccs3)NS(=O)(=O)N2C)CC1,-10.0
O=C(Cn1nc(-c2ccoc2)oc1=O)N1CCc2ccccc21,-14.3
O=C(Cn1ncn2c(cc3ccsc32)c1=O)NCc1cccs1,-8.2
Cc1ccn(CCCNC(=O)Cn2ncc3c4oc(C)cc4n(C(C)C)c3c2=O)n1,-49.3
Cc1nn(CC(=O)NCc2ccncc2)c(=O)c2cc3sccc3n12,-37.4
CCc1nn(CC(=O)N(C)CCc2ccccn2)c(=O)c2cc3sc(C)cc3n12,-6.5
CCc1nn(CC(=O)N(Cc2ccncc2)C2CC2)c(=O)c2cc3ccsc3n12,10.8
COc1ccc(CCNc2c(-c3cnc(N(C)C)nc3)nc3cnccn23)cc1OC,-15.4
O=C(Cn1nc(-c2cccs2)n(-c2cccnc2)c1=O)N1CCCCC1,-19.4
CCCNC(=O)Cn1ncc2c3oc(C)cc3n(CC)c2c1=O,-26.8
COc1ccc(-c2c(C)nn3c(NCC4CCCO4)c(C)c(C)nc23)cc1 (stereo unspecified),-43.3
COc1ccc(-c2ccc(=O)n(C3CCN(C(=O)Cc4cccs4)CC3)n2)cc1F,41.8

# 5 records drawn at random from the list so far, as already listed:
SMILES,EP2 modulator
CCc1nn(CC(=O)N(Cc2ccncc2)C2CC2)c(=O)c2cc3ccsc3n12,10.8
C=CCn1c2cc(C)oc2c2cnn(CC(=O)NCc3cccs3)c(=O)c21,-9.1
COC(=O)[C@@H]1CN(C(=O)c2cscn2)C[C@H]1c1ccc(OC)cc1,-21.2
OCCOc1ccc(CN2CCC(O)(c3ccc(F)cc3)CC2)cc1,-45.8
COCCn1c(=O)n(Cc2ccc(OC)cc2)c2cccnc21,1.3

# The listing picks up, starting 5 compounds before the break.
SMILES,EP2 modulator
COc1ccc(CCNc2c(-c3cnc(N(C)C)nc3)nc3cnccn23)cc1OC,-15.4
O=C(Cn1nc(-c2cccs2)n(-c2cccnc2)c1=O)N1CCCCC1,-19.4
CCCNC(=O)Cn1ncc2c3oc(C)cc3n(CC)c2c1=O,-26.8
COc1ccc(-c2c(C)nn3c(NCC4CCCO4)c(C)c(C)nc23)cc1 (stereo unspecified),-43.3
COc1ccc(-c2ccc(=O)n(C3CCN(C(=O)Cc4cccs4)CC3)n2)cc1F,41.8
CCc1nn(CC(=O)NCc2ccc(OC)cc2)c(=O)c2cc3ccsc3n12,-18.4
CC1CCCC(C)N1C(=O)[C@H]1C[C@@H](c2ccc(F)cc2)NS(=O)(=O)N1C (stereo partly specified),-55.9
CCN(Cc1ccco1)C(=O)Cn1nc(C)n2c(cc3sccc32)c1=O,-41.2
Cc1ccc(-c2c(C)nn3c(N(C)CCO)c4c(nc23)CCC4)cc1,-36.6
Oc1ccccc1-c1nc2cnccn2c1NC1CCCC1,-72.9
O=C(Cc1ccc(F)cc1)N1C2CCC1CC(O)(c1ccco1)C2 (stereo unspecified),-0.6
Cc1cc(C)n2nc(CC(=O)N3CCC(C(=O)c4nccs4)CC3)nc2n1,-16.5
CC(C)(C)C(=O)N1CCC(n2nnc3ccccc3c2=O)CC1,-1.2
COc1ccc([C@@H]2CCN(C(=O)CCn3nc(C)cc3C)C[C@H]2O)cc1,5.9
O=C(c1ccco1)N1CCC(n2nnc(-c3ccc(F)cc3)n2)CC1,-15.8
COc1ccc(-c2ccc(=O)n(C3CCN(C(=O)C4CCCC(OC)C4)CC3)n2)cc1F (stereo unspecified),-4.9
COc1ccc(C(C)NC(=O)Cn2nc(C)n3c(cc4sccc43)c2=O)cc1 (stereo unspecified),7.8
CCc1nn(CC(=O)NCc2cccnc2)c(=O)c2cc3occc3n12,-16.9
O=C(Cn1nc2c3ccccc3nc(C3CC3)n2c1=O)NCc1cccc(F)c1,0.4
CCn1ncc(C(=O)N2CCc3c(nc(N4CCC(C)CC4)[nH]c3=O)C2)c1C,7.5
CCn1c(=O)n(CC(=O)NCc2cccs2)c2cccnc21,-13.4
COc1ccc2c(c1)NC1(CCN(C(=O)c3cc(C)[nH]c3C)CC1)c1cccn1-2,-64.2
CCc1nn(CC(=O)N2CCN(c3ccccc3F)CC2)c(=O)c2cc3ccsc3n12,-6.0
NC(=O)c1nc(-c2cccc(F)c2)nc2c1[nH]c(=O)n2Cc1ccccc1,-2.2
Fc1ccc(-c2nc3cnccn3c2NCc2ccc3c(c2)OCO3)cc1,-65.2
Cc1cc(-c2cncnc2C2CCN(C(=O)c3cccnc3)CC2)on1,-5.3
C=CCn1c2cc(C)sc2c2cnn(CC(=O)NC3CCCCC3)c(=O)c21,-17.1
CN(C)c1cccc(C(=O)N2CCC(O)(c3ccccn3)CC2)c1,15.0
Cc1cc2c(s1)c1cnn(CC(=O)N3CCCC3)c(=O)c1n2Cc1ccc(F)cc1,-42.9
O=C(CN1CCCC1c1nc(-c2ccncc2)n[nH]1)N1CCc2ccccc21 (stereo unspecified),-10.2

# Remaining list, next part:
SMILES,EP2 modulator
CN(Cn1nc2c3ccccc3ncn2c1=O)C1CCCCC1,-23.9
Cc1sc2nc(C3CC3)n3c(=O)n(CC(=O)N4CCCCC4C)nc3c2c1C (stereo unspecified),7.2
Cc1nn(CC(=O)N2CCC(C)CC2)c(=O)c2cc3ccsc3n12,11.6
Cc1cc(C)n(CC(C)C(=O)N2CCC3(CC2)NC(=O)c2cccnc2N3C)n1 (stereo unspecified),-19.5
COc1ccc(C(=O)N2CCC(O)(c3nccn3C)CC2)c(OC)c1,-6.3
CCCCc1nc(Cl)c(CN2CCc3c(nc(N4CCC(C)CC4)[nH]c3=O)C2)[nH]1,-3.3
CC1CCN(c2nc3c(c(=O)[nH]2)CCN(Cc2cn(CC(=O)O)c4ccccc24)C3)CC1,-3.4
CCn1c(N2CCC(C(=O)NCCOC)CC2)nc2ccccc21,-23.7
COC(=O)c1cn(C[C@@H]2CCCN(C(=O)OC(C)(C)C)C2)nn1,-33.5
CCn1nc2c(C)cc3ccc(OC)cc3n2c1=O,2.8
CCc1c(C)sc2ncn(C3CCN(C(=O)Cn4nc(C)c(C)c4C)CC3)c(=O)c12,-18.5
CCn1c(N2CCC(C(=O)NCCN3CCOCC3)CC2)nc2ccccc21,-20.0
Cc1cc2c(cc3c(=O)n(CC(=O)NCCc4ccccc4)nc(C)n32)s1,18.1
COc1ccc([C@@H]2C[C@H](C(=O)N3CCN(C)CC3)N(C)S(=O)(=O)N2)cc1OC,5.5
COc1cccc(-n2c(=O)[nH]c3c(C(N)=O)nc(-c4cccnc4)nc32)c1,-14.2
Cc1nn2c(NCCO)c3c(nc2c1-c1cccs1)CCC3,-28.6
CC1CN(c2nc3c(c(=O)[nH]2)CCN(Cc2ccnc4ccccc24)C3)CC(C)O1 (stereo unspecified),-45.0
CCc1nn(CC(=O)N(Cc2ccncc2)C2CC2)c(=O)c2cc3occc3n12,16.1
Cc1cc2c(o1)c1cnn(CC(=O)N3CCOCC3)c(=O)c1n2C,5.5
Cc1cccnc1C1(O)CCN(C(=O)c2ccc(Cn3cccn3)o2)CC1,-6.2
CC1CCN(c2nc3c(c(=O)[nH]2)CCN(Cc2cc(Br)cs2)C3)CC1,-20.1
Cn1ccnc1C1(O)CC2CCC(C1)N2C(=O)c1c(F)cccc1F (stereo unspecified),5.0
Cc1cc(C(C)(C)C)oc1C(=O)N1CCC(C(=O)c2nc3ccccc3s2)CC1,-3.2
Cc1cc(-c2cnc(C)nc2C2CCN(C(=O)c3ccc4ncccc4c3)CC2)on1,-3.1
COc1cccc(CNC(=O)C2CCN(c3nc4ccccc4n3C)CC2)c1,-32.8
Cc1cc(-c2cncnc2C2CCCN(S(=O)(=O)c3ccc4c(c3)OCCO4)C2)on1 (stereo unspecified),18.1
Cc1cc2c(s1)c1cnn(CC(=O)NCC3CC3)c(=O)c1n2C,-31.7
COC(=O)c1ccc(/C=C/C2=CCN(C)CC2)cc1,-35.1
